Screening data deposited in PubChem by Broad Institute.
ARNT-TACC3 inh – disrupts binding between human ARNT and TACC3; AlphaScreen His-ARNT PAS-B/GST-TACC3 binding, luminescence; TACC3 fragment carries E629A point mutation; Q9Y6A5; hit rate 0.66% among 390,000; inhibition, % at 9.99 µM;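 active = mean inhibition of replicates at least 50% and at least half of replicates each reaching 50%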;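 note: 0% = complete ARNT plus TACC3 wells and 100% = ARNT alone without TACC3; many hits fall short of the cut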
SIRT5 block – inhibitors of human sirtuin-5 desuccinylase; AID 652115; inhibition, % at 15 µM; Purified SirT5, succinyl-peptide AMC, trypsin-coupled fluorescence; hit rate 1.1% among 330,000; Q9NXA8; in the data active = inhibition above about 15%
Target sequence (Q9NXA8 whole entry, looked up): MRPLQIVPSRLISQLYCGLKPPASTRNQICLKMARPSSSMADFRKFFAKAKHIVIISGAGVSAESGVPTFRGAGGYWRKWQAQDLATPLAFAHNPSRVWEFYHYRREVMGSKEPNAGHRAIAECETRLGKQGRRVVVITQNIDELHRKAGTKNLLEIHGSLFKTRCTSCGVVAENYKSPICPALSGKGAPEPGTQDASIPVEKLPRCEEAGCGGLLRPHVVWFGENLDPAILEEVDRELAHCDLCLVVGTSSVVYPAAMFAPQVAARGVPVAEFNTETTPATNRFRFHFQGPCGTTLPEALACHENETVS
Statin myotox sup – suppression of simvastatin myotoxicity. rescue of ATP level, % at 7.49 µM. AID 602340. hit rate 0.78% among 330,000. C2C12 myotubes + simvastatin, ATP luminescence, 48 h; scaled: DMSO 0, geranylgeraniol control 100;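 active = mean ATP rescue above about 67%, or every replicate alone reaching that limit, limit read from the data, passing the limit was not always enough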;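 note: myotubes were challenged with 10 µM simvastatin during compound exposure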
esBAF inh – SWI/SNF esBAF complex inhibition | mouse ES cells, Bmi1-luciferase knock-in reporter, 24 h; 100% = twice the neutral-well signal | reporter increase, % at 12.5 µM | hit rate 2% among 350,000 | AID 602393; in the data active = activation above about 40%;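 note: 0% = median of the plate's neutral control wells and 100% = double that signal; a rise in the Bmi1 reporter signal indicates esBAF inhibition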
miR122 inh – blocks miR-122 activity in Huh7 sensor cells. activation (reporter increase), % at 12.5 µM. hit rate 0.3% among 340,000. Huh7 miR-122 Renilla luciferase sensor, 48 h; neutral wells = 0, positive control = 100;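 active = mean replicate activation score at least 90 and every replicate individually at or above 90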;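 note: higher luciferase means less miR-122 activity so hits act as miR-122 inhibitors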
Cneo AK release – causes C. neoformans cell lysis; adenylate kinase release luminescence, 4 h; normalised: neutral wells 0, clomiphene wells 100; lysis activity, % at 15 µM; hit rate 0.2% among 360,000;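 active = mean lysis activity across replicates of at least 80%, whatever share of replicates individually reach that level; inactive = mean lysis activity below 80%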
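Test system: log-phase Cryptococcus neoformans yeast cells. Input: 5 × 10^6 yeast cells/mL. Medium: fresh YPD growth medium. Doses: single dose. Incubation: static 4 h at 37 °C with compound, 1 h detection. Measured by: luminescent adenylate kinase detection reagent. Read-out: signal increase indicating cell lysis. Benchmarks: Clomiphene.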
ERp5 block – blocks human ERp5 reductase activity on insulin | ERp5 insulin aggregation, absorbance 650 nm, 90 min | hit rate 0.05% among 350,000 | inhibition, % at 9.99 µM | Q15084;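 active = mean replicate inhibition above about 25%, with every replicate also reaching it, limit read from the data, passing the limit was not always enough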
Target sequence (Q15084 whole entry, looked up): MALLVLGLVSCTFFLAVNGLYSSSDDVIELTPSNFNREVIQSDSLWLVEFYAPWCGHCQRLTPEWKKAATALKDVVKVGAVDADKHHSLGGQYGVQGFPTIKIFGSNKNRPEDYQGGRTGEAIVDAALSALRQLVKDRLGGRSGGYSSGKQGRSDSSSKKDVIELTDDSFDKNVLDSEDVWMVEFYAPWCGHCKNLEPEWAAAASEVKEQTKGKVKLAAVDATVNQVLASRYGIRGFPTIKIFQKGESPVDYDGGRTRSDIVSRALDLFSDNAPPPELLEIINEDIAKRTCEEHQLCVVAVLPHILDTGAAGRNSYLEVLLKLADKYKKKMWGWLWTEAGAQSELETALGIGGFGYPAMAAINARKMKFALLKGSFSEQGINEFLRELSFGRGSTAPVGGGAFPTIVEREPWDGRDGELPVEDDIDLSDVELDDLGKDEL
The depositor's hits bear a star; . = not tested or not shown; & = joins results of further samples; [ ] = dose if it differs, or a comment.

#1 COc1ccccc1NC(=O)CCN1C(=O)C2CC=C(Cl)CC2C1=O (configuration not stated)
#2 Cc1ccccc1NC(=O)c1csc2c1CCCC2
#3 O=C(Nc1ccc2nc3n(c(=O)c2c1)CCCC3)c1ccccc1[N+](=O)[O-]
#4 c1ccc(-c2nc3cc4ccccc4cc3[nH]2)nc1
#5 CCOC(=O)c1[nH]c2ccc(OC)cc2c1NC(=S)N1CCN(C(=O)OCC)CC1
#6 C[C@@H]1CN([C@H](C)CO)C(=O)c2cc(NC(=O)Nc3ccc(F)cc3)ccc2O[C@@H](C)CCCCO[C@@H]1CN(C)Cc1ccc(Cl)c(Cl)c1
#7 COc1ccc(-c2oc3ccccc3c2C#Cc2cncn2C)cc1
#8 CCOC1=C2[C@H](c3cccs3)N(S(=O)(=O)c3ccc(C)cc3)C[C@H]2n2c(=O)n(-c3ccccc3)c(=O)n2C1

Assay by compound	1	2	3	4	5	6	7	8
esBAF inh	-7	28	.	.	-7	2	24	3
ARNT-TACC3 inh	2	-13	18	15*	-5	10	.	.
miR122 inh	-3	-5	.	8	3	1[16.7 µM]	-4	75
ERp5 block	-3	.	4	.	2	-5	3	8
Cneo AK release	1	-8	.	-19	.	-8	-3	0
SIRT5 block	1	.	1	.	0	1	-8	5
Statin myotox sup	-5	-9	.	.	-15	.	-54	-15

#9 O=C1C(Cc2ccccc2)Nc2ncnc(N3CCN(c4ccccc4)CC3)c2N1Cc1ccc(Br)cc1 (configuration not stated)
#10 COc1ccc2sc(N(CCN(C)C)C(=O)c3cc(Cl)sc3Cl)nc2c1
#11 CCn1c(=O)n(CC(=O)N2CC(C)CC(C)C2)c(=O)c2ccccc21 (configuration not stated)
#12 CC1CC(C)CN(C(=O)COC(=O)Cc2ccc(Br)cc2)C1 (configuration not stated)
#13 COc1ccc(-n2c(-c3ccc(Br)cc3)c[n+]3c2CCc2ccccc2-3)cc1
#14 COC(=O)c1ccc2nc(NC(=O)CSCC(=O)OCC(=O)c3ccccc3)sc2c1
#15 COc1ccc(CN(C)C[C@@H]2Oc3ccc(NS(=O)(=O)c4c(C)noc4C)cc3C(=O)N([C@H](C)CO)C[C@H]2C)cc1
#16 CCN(C(=O)Cn1nc(C)n2c(cc3cc(C)ccc32)c1=O)c1ccccc1

Assay by compound	9	10	11	12	13	14	15	16
esBAF inh	6&0	.	1	-9	.	29	-5	3
ARNT-TACC3 inh	-4	-5	13	-5	3	-27	-4	7
miR122 inh	-6&-3	.	-7	7	.	-1	1[16.7 µM]	.
ERp5 block	2	6	.	-4	-1	2	-6	-1
Cneo AK release	-1&2	.	-1	0	.	-1	1	0
SIRT5 block	4	-2	.	-3	-2	0	-3	0
Statin myotox sup	9&8	.	-2	4	.	-9	.	-13

Laid out differently: results already given
Screens in order – esBAF inh	ARNT-TACC3 inh	miR122 inh	ERp5 block	Cneo AK release	SIRT5 block	Statin myotox sup
#10 COc1ccc2sc(N(CCN(C)C)C(=O)c3cc(Cl)sc3Cl)nc2c1
  .	-5	.	6	.	-2	.
#11 CCn1c(=O)n(CC(=O)N2CC(C)CC(C)C2)c(=O)c2ccccc21 (configuration not stated)
  1	13	-7	.	-1	.	-2
#12 CC1CC(C)CN(C(=O)COC(=O)Cc2ccc(Br)cc2)C1 (configuration not stated)
  -9	-5	7	-4	0	-3	4
#13 COc1ccc(-n2c(-c3ccc(Br)cc3)c[n+]3c2CCc2ccccc2-3)cc1
  .	3	.	-1	.	-2	.
#14 COC(=O)c1ccc2nc(NC(=O)CSCC(=O)OCC(=O)c3ccccc3)sc2c1
  29	-27	-1	2	-1	0	-9

The list goes on.
#17 CC(=O)N1CC[C@@H]2[C@@H](CO)N(C)c3ccc(-c4cccc(F)c4)cc3[C@@H]21
#18 CCOC(=O)c1sc(=NC(=O)c2ccc(F)cc2)n(C)c1C
#19 O=C(CN1C(=O)NC2(CCCCC2)C1=O)NCCc1ccccc1
#20 COc1ccc(S(=O)(=O)N[C@H]2CC[C@@H](CC(=O)N3CCC(Cc4ccccc4)CC3)O[C@H]2CO)cc1
#21 CN1CCN(C(=S)Nc2ccc(Oc3ccccc3)cc2)CC1
#22 COc1ccc(CC(=O)NCC2(c3ccc(OC)c(OC)c3)CCCC2)cc1
#23 CSc1ccc(-c2nnn(Cc3ccc(Br)cc3)n2)cc1
#24 O=C(NCc1ccccc1)c1cccc(NC(=O)C2CC2)c1

Assay by compound	17	18	19	20	21	22	23	24
esBAF inh	1	27	12	9	-3	0	31	-7
ARNT-TACC3 inh	-1	0	2	23	.	0	-2	2
miR122 inh	1[16.7 µM]	8	-8	.	1	1	0	4
ERp5 block	-1	7	-1	0	1	-10	.	6
Cneo AK release	-9	0	-2	3	-6	3	2	-1
SIRT5 block	-27	-1	-1	3	1	-5	.	.
Statin myotox sup	5	7	2	27	-5	20	16	4

#25 CCCCN(C(=O)CCC(=O)Nc1cc(C)on1)C(C(=O)NC1CCCC1)c1ccccc1C (configuration not stated)
#26 Cc1ccc2nsnc2c1S(=O)(=O)N(Cc1ccco1)Cc1cc2cccc(C)c2[nH]c1=O
#27 C[C@@H]1CN([C@@H](C)CO)C(=O)Cc2cc(NS(=O)(=O)c3cccs3)ccc2O[C@@H]1CN(C)S(=O)(=O)c1ccccc1
#28 CC(=O)N1c2ccc(S(=O)(=O)NCCC(=O)N3CCCC(C)C3)cc2CC1C (configuration not stated)
#29 COc1ccccc1OCC(=O)NNC(=O)Nc1ccccc1
#30 N#Cc1c(C(F)(F)F)cc(-c2ccc(F)cc2)[nH]c1=O
#31 COc1ccc(-c2csc(NC(=O)CS(=O)(=O)c3ccc(F)cc3)n2)cc1OC
#32 OC[C@@H]1[C@H](c2ccc(-c3ccccc3F)cc2)[C@H]2CN(Cc3cccnc3)CCCCN12

Assay by compound	25	26	27	28	29	30	31	32
esBAF inh	1	.	3	2	.	-4	.	.
ARNT-TACC3 inh	1	2	-4	1	-9	-8	0	15
miR122 inh	9	-3	50[16.7 µM]	.	.	6	.	-5[16.7 µM]
ERp5 block	-2	-4	-11	-30	-4	-9	-4	1
Cneo AK release	.	.	3	2	.	.	.	1
SIRT5 block	-3	2	-3	2	-2	-39	2	-2
Statin myotox sup	3	.	-15	-30	.	-9	.	.

#33 O=C(NC1CC1)c1cccc(NC(=O)C2CCC2)c1
#34 Cc1ccc(C(=O)NC(=S)N2CCN(c3cc(C)ccc3C)CC2)cc1
#35 CC(=O)c1ccc(OCCCN2CCCCC2)cc1
#36 CC1(C)N=C(N)N=C(N)N1c1cccc(CC(=O)Nc2ccccc2)c1
#37 C[C@@H]1CN([C@@H](C)CO)C(=O)c2cc(C#C[C@@H](C)O)cnc2O[C@H]1CN(C)C(=O)Nc1ccc(C(F)(F)F)cc1
#38 COCCCNC(=O)C[C@H]1C[C@H](C(=O)N2CCCCC2)[C@@]2(C)c3[nH]c4ccc(Cl)cc4c3CCN2C1=O
#39 CC1C(=O)Nc2ccc(S(=O)(=O)N3CCN(c4cccc(Cl)c4)CC3)cc2NC1=O (configuration not stated)
#40 Cc1cc(C)c(OCCCCN2CCNCC2)c(C)c1

Assay by compound	33	34	35	36	37	38	39	40
esBAF inh	-1	2	-1	-27	5	1	7	2
ARNT-TACC3 inh	-1	-2	0	.	2	-1	3	-6
miR122 inh	-4	-5	-4	-1	.	5	1	.
ERp5 block	-3	-1	-11	-2	4	0	1	9
Cneo AK release	11	0	.	-2	-1	2	0	0
SIRT5 block	0	-2	4	-5	-1	2	0	1
Statin myotox sup	5	-13	-15	-3	4	-16	13	2

#41 COc1ccc(/C=N/NC(=O)CC(=O)NCc2cccnc2)cc1
#42 COc1ccccc1CN1C[C@@H](C)[C@@H](OC)CN(C)C(=O)c2ccc(NC(C)=O)cc2OC[C@@H]1C
#43 CC(C)(C)c1ccc(C(=O)CC(=O)c2cc(Cl)ccc2O)cc1
#44 C/C=C/C(=O)Nc1cccc(C(F)(F)F)c1
#45 COc1cc(/C=C(\C#N)c2nc3ccccc3[nH]2)ccc1OC(=O)c1ccco1
#46 O=C(N[C@@H]1CC[C@@H](CCNS(=O)(=O)c2ccc(F)cc2)O[C@H]1CO)c1cnccn1
#47 Cc1cccc(OCCCC(=O)NCc2ccco2)c1
#48 O=C(C1CCN(S(=O)(=O)N2CCOCC2)CC1)N1CCN(c2ccc(F)cc2)CC1

Assay by compound	41	42	43	44	45	46	47	48
esBAF inh	-7	-3	10	.	.	1	.	-4
ARNT-TACC3 inh	0	-7	24	-24	3	-6	6	-3
miR122 inh	.	5[16.7 µM]	7	.	.	.	.	-3
ERp5 block	0	-2	.	0	-1	1	5	1
Cneo AK release	3	1	1	.	.	0	.	3
SIRT5 block	0	0	.	0	-1	-1	8	0
Statin myotox sup	3	4	1	.	.	1	.	-8

#49 C[C@@H]1CN([C@@H](C)CO)C(=O)c2cc(NC(=O)Nc3ccc(F)cc3)ccc2O[C@@H](C)CCCCO[C@@H]1CN(C)C
#50 COc1ccc(CNC(=S)Nc2cccc(C)c2C)cc1
#51 OC[C@@H]1Nc2ccc(-c3ccccc3)cc2[C@@H]2[C@H]1CCN2Cc1ccc(F)cc1
#52 O=C(C[C@H]1CC[C@@H]2[C@H](COC[C@@H](O)CN2C(=O)Nc2cc(Cl)cc(Cl)c2)O1)NCC1CCCCC1
#53 O=C(CN(Cc1ccccc1)C(=O)CCl)c1cccc(Br)c1
#54 CNC(=O)C[C@H]1CC[C@H]2[C@@H](COc3ccc(NC(=O)c4ccc5c(c4)OCO5)cc3C(=O)N2C)O1
#55 CCOc1ccc(-c2nc(CSc3nnc(C)s3)cs2)cc1OC
#56 O=C(C[C@H]1CC[C@@H]2[C@H](COC[C@H](O)CN2C(=O)Nc2cccc(F)c2)O1)NCCCN1CCOCC1

Assay by compound	49	50	51	52	53	54	55	56
esBAF inh	-1	15	-1	11	-6	1	4	28
ARNT-TACC3 inh	.	4	5	-11	-11	4	5	3
miR122 inh	-4[16.7 µM]	3	-5[16.7 µM]	-12[16.7 µM]	-17	12[16.7 µM]	1	-3[16.7 µM]
ERp5 block	.	.	-2	4	-4	.	.	-8
Cneo AK release	.	26	0	2	1	-2	3	-4
SIRT5 block	.	.	0	4	.	.	.	-3
Statin myotox sup	-28	18	-22	-30	-12	-2	21	-12

#57 O=S(=O)(NCCOCC(F)(F)C(F)F)c1ccc2oc3ccccc3c2c1
#58 Cc1cc2ccccn2c1C(=O)c1ccc(NN)c([N+](=O)[O-])c1
#59 C[C@@H]1CN([C@@H](C)CO)C(=O)CCCn2cc(nn2)CO[C@H]1CN(C)S(=O)(=O)c1cccc(C#N)c1
#60 CCOC(=O)CCC(=O)N(CCN(C(=O)CCC(=O)OCC)c1ccccc1)c1ccccc1
#61 O=C(NCc1ccccc1C(F)(F)F)C1CC(c2ccc(C(F)(F)F)cc2)=NO1 (configuration not stated)

Assay by compound	57	58	59	60	61
esBAF inh	.	-3	4	.	2
ARNT-TACC3 inh	5	10	.	3	-4
miR122 inh	107*	.	-3	-11	3
ERp5 block	.	1	3&-4	.	-4
Cneo AK release	3	0	0	2	1
SIRT5 block	.	2	-4&-4	.	.
Statin myotox sup	.	-5	2	.	-4
